# Source: PubChem
# HTR5A inv ctr: HTR5A inverse agonism, opioid heterodimer counter-screen. P47898. HTR5A cell line, luminescence. inhibition, % at 9.3 µM. 0.083% of 340,000 active. AID 504634; in the data active = inhibition mostly above about 23%, no sharp cut-off; inactive = mostly below about 18%;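 also: 0% = cells with DMSO and 100% = no-cell wells with DMSO; some compounds called inactive have numbers as strong as hits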
# AddAB inh: less growth of phage-infected E. coli with AddAB; E. coli expressing H. pylori AddAB, absorbance growth; inhibition, % at 11.9 µM; 0.29% of 330,000 active; AID 435030; in the data active = inhibition above about 12%;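 also: 0% = vehicle wells of infected cells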
# PKA-R1A act: activates the PKA-R1A holoenzyme complex; P00514+P68181; PKA-R1A dissociation, Cy5-IP20 fluorescence polarization; scaled: DMSO 0%, 113 µM cGMP 100%; activation, % at 11.4 µM; 0.083% of 340,000 active; AID 504707;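 active = percent activation above the mean of all tested compounds plus 3 SD, cut at about 19% in these data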;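 also: higher means more PKAc released from R1A so a rise in polarization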
# E coli growth: counter-screen for AddAB inhibitors: E. coli growth inhibition; E. coli V3065 growth, OD600 absorbance, 18 h; inhibition, % at 11.9 µM; 0.27% of 330,000 active; AID 449728;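 active = inhibition above the campaign's mean inhibition across all tested compounds plus 3 SD, cut at about 9.9% in these data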;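 also: uninfected addAB+ strain grown without phage in ampicillin broth; 0% = DMSO wells and 100% = ciprofloxacin 0.95 µg/ml wells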
# PfHsp90 yeast 2: inhibits growth of yeast expressing Plasmodium falciparum Hsp90; inhibition, % at 9.4 µM; S. cerevisiae expressing PfHsp90, BacTiter-Glo ATP, 48 h; yeast lacking PDR1 and PDR3 efflux regulators; 0.32% of 310,000 active; AID 504621;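 active = every replicate shows inhibition above about 80%, whatever the replicate mean, limit read from the data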;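 also: 0% = DMSO neutral controls and 100% = 20 µM radicicol positive controls; yeast relying on Plasmodium falciparum Hsp90 in place of its own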
# HTR5A ag ctr: counter-screen for OPRM1-OPRD1 agonists: human HTR5A agonism; AID 504692; HTR5A agonist assay, luminescence, cell-based; P47898; 0.61% of 340,000 active; activation, % at 9.3 µM; in the data active = activation mostly above about 9.5%, no sharp cut-off; inactive = mostly below about 7.6%;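 also: 0% = cells with vehicle only and 100% = reference agonist; strong numbers were not always called active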
# Mot1-301 SUMO: blocks SUMOylation pathway, rescuing yeast Mot1-301 growth | S. cerevisiae Mot1-301 growth rescue, ATP luminescence, 38.5C; percent above DMSO median, 100 means doubled | growth rescue, % at 18.8 µM | 1% of 320,000 active | AID 2716;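 active = every valid replicate shows activation above 250% relative to neutral control wells; inactive = the rest, any valid replicate at or below 250%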;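 also: OY570 slx delta 5 strain wells were the positive control but not used for scaling; some compounds called inactive have numbers as strong as hits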
# DSG3 Ab inh: inhibitors of pemphigus antibody binding to human desmoglein-3; DSG3-coupled beads, scFv-anti-DSG3-GFP binding, flow cytometry; stronger effect = lower value; binding (percent of control), % at 10 µM; 0.48% of 310,000 active;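 active = binding more than 3 SD below its plate's average and above zero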;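 also: hits lower antibody fragment binding to DSG3; some compounds called inactive have numbers as strong as hits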
# phage Ecoli inh: E. coli growth loss with phage present; inhibition, % at 11.9 µM; 0.26% of 360,000 active; growth absorbance; AID 651602; in the data active = inhibition above about 11%
# OPRM1-OPRD1 inv: inverse agonist of human OPRM1-OPRD1 heterodimerization. P35372+P41143. cell-based MOR-DOR heterodimer luminescence, inverse agonism. inhibition, % at 9.3 µM. 0.21% of 340,000 active. AID 504357; in the data active = inhibition above about 22%, passing the limit was not always enough;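 also: 0% = cells with DMSO and 100% = wells without cells with DMSO; values of inactives mirror those of a sister screen read the other way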
# Target sequence (P35372 whole entry, looked up): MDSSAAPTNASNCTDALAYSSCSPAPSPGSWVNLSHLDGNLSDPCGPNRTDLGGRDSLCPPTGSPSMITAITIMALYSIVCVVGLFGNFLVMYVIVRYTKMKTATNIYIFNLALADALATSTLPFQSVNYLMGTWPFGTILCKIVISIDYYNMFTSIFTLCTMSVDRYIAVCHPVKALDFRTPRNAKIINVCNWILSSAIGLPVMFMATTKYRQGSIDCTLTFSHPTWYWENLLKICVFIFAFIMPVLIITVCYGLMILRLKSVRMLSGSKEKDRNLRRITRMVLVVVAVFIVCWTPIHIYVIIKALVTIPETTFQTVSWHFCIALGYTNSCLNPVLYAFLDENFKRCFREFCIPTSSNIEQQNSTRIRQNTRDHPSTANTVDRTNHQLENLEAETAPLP
# Target sequence (P41143 whole entry, looked up): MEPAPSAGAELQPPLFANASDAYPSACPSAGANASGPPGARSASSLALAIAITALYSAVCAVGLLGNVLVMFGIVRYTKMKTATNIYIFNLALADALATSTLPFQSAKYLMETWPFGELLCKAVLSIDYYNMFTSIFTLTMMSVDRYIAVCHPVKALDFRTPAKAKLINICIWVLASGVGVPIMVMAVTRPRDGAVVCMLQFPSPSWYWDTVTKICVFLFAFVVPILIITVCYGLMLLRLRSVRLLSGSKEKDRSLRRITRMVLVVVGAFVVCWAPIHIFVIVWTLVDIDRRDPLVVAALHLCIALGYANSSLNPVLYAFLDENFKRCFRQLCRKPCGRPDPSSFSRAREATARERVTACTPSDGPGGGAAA
# MOR-DOR ag: OPRM1-OPRD1 heterodimerization agonism; 0.3% of 340,000 active; activation, % at 9.3 µM; cells, luminescence; P35372+P41143; in the data active = activation above about 18%;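 also: 0% = vehicle-treated cells and 100% = reference agonist; values of inactives mirror those of a sister screen read the other way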
# Starred values were filed as active, the others as inactive; x = not tested or not shown.
SMILES,HTR5A inv ctr,AddAB inh,PKA-R1A act,E coli growth,PfHsp90 yeast 2,HTR5A ag ctr,Mot1-301 SUMO,DSG3 Ab inh,phage Ecoli inh,OPRM1-OPRD1 inv,MOR-DOR ag
O=C(Nc1ccccc1)N(CCN1CCOCC1)Cc1cccc(Cl)c1,14,-1.6,11,-1.2,x,-6,20,102,-0.2,-2,0.3
COc1cccc(C2=Nc3cccc4cccc(c34)N2)c1,-2,-0.1,-18,-0.9,-10,1,-29,98,1.3,-6,1.2
CC(=O)c1ccc(N2CCN(C(=O)c3cc(-c4cccnc4)nc4ccc(Br)cc34)CC2)cc1,-9,2.7,-6,-1.3,0,-2,0,x,2.8,11,-2.3
CC(C)(C)NC(=O)C1CCN(C(=O)c2ccco2)CC1,-6,4.1,3,-0.3,8,-1,-11,96,0.8,-7,1.2
Cn1c(Cn2c(=O)sc3ccccc32)nnc1SCC(=O)N1CCc2ccccc21,-13,5.2,2,1.9,13,5,30,110,2.3,8,-1.6
CCN(CC)S(=O)(=O)c1ccc(N/N=C/c2ccc(O)cc2O)nc1,-16,8.2,-6,-2.2,-19,8,-22,x,1.2,-1,0.2
O=C(O)CSCC(=O)NCc1cccc(C(F)(F)F)c1,-7,0.4,1,1.4,10,2,50,103,3.0,2,-0.3
Cc1cccc(C(=O)Nc2cc(NC(=O)c3cccs3)ccc2C)c1,4,3.0,2,1.6,15,-1,6,86,-1.6,7,-1.5
Fc1ccc(CN2CCN(C(c3ccccc3)c3ccccc3)CC2)cc1,4,1.1,-6,1.7,7,-1,146,135,-2.4,-76,16
CCCCCc1ccc(-c2cn(Cc3ccc(C)cc3)nn2)cc1,11,3.7,4,0.9,-8,-3,366,107,2.7,-7,1.2
O=C(O)CCC1(C(=O)O)OCCc2ccccc21 (stereo unspecified),-7,0.9,-6,1.4,1,3,-6,105,3.3,7,-1.2
COCCN(Cc1cc2cc(C)c(C)cc2nc1Cl)C(=O)Nc1ccccc1,10,1.8,-16,0.9,27,-3,-24,97,3.9,15,-2.6
O=Cc1ccc(OCc2ccc3c(c2)OCO3)cc1,1,6.0,-6,3.6,4,0,-19,92,3.8,4,-0.8
COc1ccc(N2CCN(C(=O)CN3C(=O)NC(C)(c4ccc5ccccc5c4)C3=O)CC2)cc1 (stereo unspecified),-6,0.5,-3,0.3,9,2,-15,103,1.4,-7,1.7
Cc1ccc2ncc([N+](=O)[O-])n2c1,-1,1.9,-11,-0.2,x,-2,4,103,-0.8,8,-1.5
COc1ccc(/C=C2/C(=O)OCc3cc(OC)c(OC)cc32)cc1,15,0.5,-5,0.0,2,-2,3,x,2.4,12,-2.6
Cc1ccc(F)cc1NC(=O)Nc1cc(C(C)(C)C)nn1C,-15,1.3,8,0.4,5,4,7,x,2.1,17,-3.4
COc1ccc(-c2cc(C(=O)Nc3ccccc3SC)no2)cc1OC,-34,1.3,-6,-0.2,-10,-4,-29,99,0.8,6,-1.0
Cc1ccc(C)c(OC(=O)c2cccc(S(=O)(=O)N3CCN(C)CC3)c2)c1,-8,-0.4,-1,0.4,-17,-8,121,101,1.3,-1,0.1
O=C(Nc1ccc2c(c1)OCO2)N1CCCC1,2,2.7,-3,1.1,5,-1,-13,94,4.5,14,-2.9
COCCCn1c(SC(C)C(=O)NC2CC2)nc2ccccc2c1=O (stereo unspecified),5,5.8,12,0.6,x,-2,-8,105,5.6,-11,1.8
COC(=O)c1ccc(C(=O)Nc2cc(Cl)ccc2Cl)cc1NC(=O)c1ccc(N(C)C)cc1,-9,-0.6,-22,-2.5,-3,-3,1,111,3.3,21,-4.6
O=C1c2ccccc2C(Nc2ccc(S(=O)(=O)N3CCCCC3)cc2)N1c1ccccn1 (stereo unspecified),7,5.2,6,-0.3,8,3,-23,93,2.3,3,-0.4
Cc1ccc(N(C(=O)c2csnn2)C(C(=O)NC2CCCCC2)c2ccccn2)c(C)c1 (stereo unspecified),-8,1.7,-4,0.6,-18,-2,10,92,1.2,12,-1.7
CCCSc1nc2[nH]ncc2c(=O)[nH]1,-15,3.8,11,-0.9,12,4,-5,97,-1.0,-6,1.2
O=C(O)/C=C\C(=O)Nc1ccccc1C(=O)NC1CCCCC1,-4,0.7,-11,0.8,-7,2,71,102,4.2,13,-2.4
COc1ccc(S(=O)(=O)N2CCCCCC2)cc1C(=O)N(C)Cc1ccco1,-29,-1.4,-1,2.1,x,-3,4,103,-0.3,7,-1.0
C#CCOc1ccc(C2C3=C(CCCC3=O)N(CC(=O)O)C3=C2C(=O)CCC3)cc1Br,8,1.8,-3,1.4,-13,-2,209,98,-1.0,7,-1.5
COc1ccc(C(=O)Nc2ccc(NC(=O)c3ccccn3)cn2)cc1,14,x,-2,x,18,-1,x,104,3.6,3,-0.5
CCN(CC)S(=O)(=O)c1ccc(NC2CCCc3ccccc32)nc1 (stereo unspecified),-26,2.4,-5,-0.2,-6,-3,61,x,1.4,-5,0.8
COC(=O)C(Cc1ccccc1)NC(=O)CCCC(=O)NCc1cccc(OC)c1 (stereo unspecified),2,0.6,4,0.5,-7,-1,-11,116,2.7,5,-1.1
CC1(c2ccccc2Cl)NC(=O)N(CC(=O)Nc2ccc(N3CCCCC3)cc2)C1=O (stereo unspecified),-13,1.4,-3,0.7,18,5,5,110,2.1,9,-1.6
COC(=O)c1sccc1NC(=O)Cn1cnc2c1c(=O)n(C)c(=O)n2C,x,-2.4,8,-0.6,19,x,x,100,2.7,x,x
Cc1ccccc1OCC(O)CN1CCC(C)CC1 (stereo unspecified),7,1.3,-3,2.1,-8,-3,-4,107,1.6,6,-0.9
COc1ccc(OCCN2CCN(S(=O)(=O)c3ccccc3C#N)CC2)cc1,3,x,1,x,x,0,x,104,3.3,5,-0.7
Cc1nnc(-c2ccc(Oc3ccc(Cl)cc3)c([N+](=O)[O-])c2)o1,-2,3.0,5,0.0,-2,1,2,104,1.2,-22,3.8
Oc1ccc(C[C@H]2CNC(=S)N2CC2CCCN2C[C@H](Cc2ccccc2)N2C[C@H](Cc3ccc(O)cc3)N(CCc3ccccc3)C2=S)cc1 (stereo partly specified),-2,x,-4,x,14,0,x,101,3.8,-16,3.4
O=C(CNC1CCCCCC1)Nc1ccc(S(=O)(=O)NC2CC2)cc1,-10,1.8,5,-1.4,27,4,6,97,0.3,-1,0.2
CC(C)c1ccc(CNc2ccc([N+](=O)[O-])cn2)cc1,-7,-0.4,3,0.8,8,3,19,106,4.7,-47,9.0
CN(C(=O)Cn1cnc2sccc2c1=O)C1CCCCC1,1,2.1,-5,-1.5,-5,6,-9,109,2.1,8,-1.9
CC(C)(C)OC(=O)n1cccc1/C=C1\c2ccccc2C(=O)N1c1ccccc1,11,x,16,x,-4,-3,x,108,x,4,-0.9
Nc1ccc(C(=O)Nc2nc3ccccc3s2)cc1,4,-1.1,-7,-1.6,25,-1,-5,102,1.2,-5,1.1
c1cc(-c2cc3cc4c(cc3cn2)OCO4)cs1,-28,1.1,-1,0.6,29,9,122,98,2.9,14,-2.4
Cc1ccccc1OCc1nc(-c2ccc(NC(=O)c3ccco3)cc2)no1,-16,3.8,7,1.4,-17,10,4,x,0.6,-7,1.6
Cc1cccc(N(CC(=O)NCCC2=CCCCC2)S(C)(=O)=O)c1C,-42,0.4,-4,0.2,5,3,-19,102,0.1,-4,0.9
Fc1cccc(Cl)c1Cn1nnc2c(N3CCC4(CC3)OCCO4)ncnc21,16,-0.3,11,-1.6,-4,-1,92,104,0.9,9,-1.7
Cc1cc(C)c[n+](-c2[nH]c(=O)sc2/C=N/NC([S-])=Nc2ccccc2)c1,-57,-0.8,3,-0.3,-20,1,x,114,1.5,-1,0.2
Cc1ccc(NC(=O)Cn2cccc2C2=NC(c3ccccc3)CO2)c(C)c1 (stereo unspecified),-7,-0.1,-2,1.9,-19,6,0,127,0.3,-29,5.4
CCCCCc1ccc(-c2ccc(=O)[nH]n2)cc1,-30,1.4,-6,-1.2,-38,1,20,104,1.6,-9,1.6
Cc1ccn(CCC(=O)Nc2ccc(-c3ccno3)cc2)n1,-4,3.2,4,-0.7,13,1,4,102,0.2,14,-2.6

# The results go on:
SMILES,HTR5A inv ctr,AddAB inh,PKA-R1A act,E coli growth,PfHsp90 yeast 2,HTR5A ag ctr,Mot1-301 SUMO,DSG3 Ab inh,phage Ecoli inh,OPRM1-OPRD1 inv,MOR-DOR ag
[O-][n+]1c2c(c3c4non(O)c4ccc31)CCCC2,23,1.6,2,-0.4,-11,-1,-13,119,4.2,9,-1.5
O=[N+]([O-])c1c(Nc2ccc(Br)cc2)ccc2nonc12,9,-0.7,-11,-2.1,-1,-2,7,92,5.0,-5,1.1
C#CCOCCOCCOCCNc1nc(N2CCN(C(=O)[C@H](C)n3cc(CCC(=O)O)nn3)CC2)nc(N2CCN(C(=O)[C@H](Cc3ccc(O)cc3)n3cc(CCO)nn3)CC2)n1,-20,x,10,x,x,-3,x,100,1.7,13,-2.3
N#CCc1ccc(NC(=O)Nc2cccc3ccccc23)cc1,-25,4.0,-3,-0.3,-22,7,13,97,x,-5,1.0
O=C(COC(=O)c1ccccc1OCc1ccc(Cl)cc1)NC1CC1,-19,2.5,7,1.4,7,2,-13,100,2.1,-7,1.3
CCC(C)[C@H](NC(=O)Nc1ccc(C(C)=O)cc1)C(=O)OC (stereo partly specified),-4,3.6,3,1.9,3,4,-6,102,2.3,8,-1.4
O=C(NCc1ccccc1)c1ccc2c(=O)n3c(nc2c1)CCCCC3,3,3.6,-9,1.8,-4,-1,13,x,-0.1,-2,0.3
O=C(Nc1cccc([N+](=O)[O-])c1)Nc1cccc([N+](=O)[O-])c1,-5,2.8,-19,-2.2,20,2,89,99,3.4,-29,4.1
O=C(CCCCCn1c(=S)[nH]c2cc3c(cc2c1=O)OCO3)N1CCN(Cc2ccccc2)CC1,-2,-1.1,-5,0.8,x,1,0,x,2.8,9,-1.8
CCOC(=O)C1=C(CN2CCCCCC2)NC(=O)NC1c1cccc([N+](=O)[O-])c1 (stereo unspecified),1,2.7,0,1.1,x,0,-3,116,3.8,-19,4.0
O=C(Nc1ccccn1)c1ccc(Cl)c(S(=O)(=O)N2CCCC2)c1,-13,-2.9,-3,-0.8,15,-2,7,97,-0.9,7,-1.3
CC1CCCN(C(=S)Nc2ccc3nc4n(c(=O)c3c2)CCCCC4)C1 (stereo unspecified),4,-1.3,-9,-2.2,21,-1,-4,93,3.4,2,-0.4
CCOc1ccc(C(=O)Nc2nnc(S(=O)(=O)N3CCCCC3)s2)cc1,-4,3.5,2,-1.2,0,0,6,102,2.7,6,-1.2
Cc1ccc(-n2c(C)c([N+](=O)[O-])c3ccc(O)c(CN(C)C)c32)cc1,10,1.2,9,-0.2,x,-4,151,x,0.4,7,-1.2
